Peg3 promoter: reduces Peg3 promoter-driven luciferase expression in HeLa | hit rate 1.7% among 360,000 | HeLa PEG-Prom luciferase reporter, luminescence, overnight | AID 588405 | inhibition, % at 20 µM;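 active means inhibition of at least 50% at 20 µM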
HIF-2a inh: inhibitors of HIF-2a; 786-0 RCC cells HIF-2a reporter, luciferase luminescence, overnight; inhibition, % at 18.8 µM; hit rate 0.72% among 360,000; AID 624352;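 active means inhibition of the luminescence signal of 40% or more relative to plate controls, in a single-dose primary screen at 18.75 µM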
NR2E3 ag-1: NR2E3 (human) agonism. Q9Y5X4. GST-NR2E3/biotin-RetCOR TR-FRET, 1536-well. inhibition of corepressor binding, % at 4.78 µM. hit rate 0.12% among 320,000. AID 2300;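 active means percent inhibition above the cutoff of mean plus 3 SD of all tested compounds, set per screening campaign, cut at about 20% in these data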;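 further: 0% = DMSO wells and 100% = biotin wells as full block of FRET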
Target sequence (Q9Y5X4 whole entry, looked up): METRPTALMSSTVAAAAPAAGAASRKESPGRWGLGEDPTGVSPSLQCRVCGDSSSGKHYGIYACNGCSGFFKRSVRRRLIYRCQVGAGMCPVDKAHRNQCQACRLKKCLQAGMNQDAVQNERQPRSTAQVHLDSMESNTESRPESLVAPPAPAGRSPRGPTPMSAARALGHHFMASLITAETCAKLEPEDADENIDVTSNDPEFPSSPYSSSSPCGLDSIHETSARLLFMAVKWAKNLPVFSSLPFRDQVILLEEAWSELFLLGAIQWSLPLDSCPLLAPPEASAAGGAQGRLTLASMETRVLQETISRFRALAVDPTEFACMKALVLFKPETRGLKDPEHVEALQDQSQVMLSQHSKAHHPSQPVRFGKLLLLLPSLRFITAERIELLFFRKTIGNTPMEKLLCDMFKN
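Test system: GST-NR2E3 and biotin-RetCOR proteins | Quantity: 1.35 nM GST-tagged NR2E3 final | Medium: Tris pH 7.5 | Also added: 7 nM biotin-RetCOR | Dosing: Compound at 4.8 µM, single dose | Timing: 5 h at 4 °C | Detection: Time-resolved FRET | Read-out basis: Percent inhibition | Benchmarks: Biotin wells as high control, 0.6% DMSO wells as low control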
Shn3 inh set2: Schnurri-3 reporter inhibition in Clone20 osteoblasts; AID 588674; Clone20 osteoblast Shn3 3'UTR firefly luciferase, 24 h; hit rate 0.52% among 360,000; inhibition, % at 12.5 µM;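 active means mean inhibition of at least 75% with every replicate also reaching 75%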;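 further: 0% = median of neutral control wells and 100% = pilot-screen positive control compound; some compounds past the cut are filed as inactive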
KKLEB tox: CF airway cell cytotoxicity counter-screen; AID 602141; hit rate 0.36% among 360,000; activity change (cytotoxicity), % at 5 µM; KKLEB CF airway cells viability, ATPlite luminescence, overnight; active compounds read low; cells stimulated with P. aeruginosa culture filtrate;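 active means corrected activity change at or below -50% at 5 µM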
NR2E3 ag-2: agonists of human NR2E3 nuclear receptor. CHO-S Gal4-NCOR/VP16-NR2E3 two-hybrid, luciferase. inhibition of corepressor binding, % at 3.98 µM. hit rate 0.35% among 360,000. AID 602229;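 active means inhibition above the mean of all tested compounds plus 3 SD, cut at about 70% in these data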;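 further: 0% = DMSO with NR2E3 transfected cells and 100% = cells lacking NR2E3 construct; higher means lower luciferase signal from less NR2E3 corepressor binding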
MITF TRPM1 inh: reduces MITF-dependent TRPM1 promoter luciferase signal; SK-MEL-5 TRPM1 promoter luciferase, 24 h; inhibition, % at 12.5 µM; hit rate 0.83% among 330,000; AID 488899;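 active means mean inhibition across replicates of 60% or more, whatever share of single replicates reaches that level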; further: values of inactives mirror those of a sister screen read the other way
TRAIL sens C8: sensitizes caspase-8 expressing cells to TRAIL; AID 624354; hit rate 1% among 360,000; NB7+C8 cells + TRAIL, ATPlite viability luminescence; inhibition (viability loss, TRAIL sensitization), % at 10 µM;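 active means compounds causing at least 50% loss of cell viability in the single-dose screen, relative to plate controls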
CF NFkB block: cystic fibrosis NF-kB activation inhibition; inhibition, % at 5 µM; hit rate 0.86% among 360,000; KKLEB NF-kB-GFP reporter, PAF-induced, GFP fluorescence overnight;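 active means at least 50% inhibition at 5 µM, scaled per plate between neutral and stimulator controls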;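 further: PAF is a Pseudomonas aeruginosa culture filtrate used as stimulus; plate controls were PAF-stimulated DMSO wells for no effect and unstimulated DMSO wells for full effect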
TWEAK Fn14 block: inhibitors of TWEAK-Fn14 interaction signaling; hit rate 2% among 360,000; AID 1159606; TWEAK-stimulated Fn14 reporter cells, luciferase luminescence, 8 h; inhibition, % at 10 µM; in the data active means inhibition above about 50%
TROY signal inh: inhibitors of TROY-dependent NF-kB signaling. Q293 LMP1-TROYcd NF-kB luciferase reporter, 4 h. inhibition, % at 10 µM. hit rate 0.98% among 360,000;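 active means compounds whose plate-normalised and pattern-corrected inhibition of the luciferase reporter signal at the single screening dose is 50% or more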
* hit, by the source's call; · = no result given. A portion of the library; rates above refer to the full screens.

SMILES	Peg3 promoter	HIF-2a inh	NR2E3 ag-1	Shn3 inh set2	KKLEB tox	NR2E3 ag-2	MITF TRPM1 inh	TRAIL sens C8	CF NFkB block	TWEAK Fn14 block	TROY signal inh
Cc1ccc(C(=O)N2CCNC(=O)C2CC(=O)Nc2ccccc2)cc1 (configuration not stated)	-1.9	5.9	-1.3	-11.3	7.9	7.0	1.2	-2.0	7.3	1.8	1.6
Cc1cc(C(=O)COC(=O)CC2Sc3ccccc3NC2=O)c(C)n1-c1cccc(C(F)(F)F)c1 (configuration not stated)	-23.7	-87.1	-1.5	-9.5	6.8	-4.6	13.3	6.4	-22.0	18.6	38.1
Cc1ccc2cc3cc(C(=O)NC4CC4)oc3nc2c1	-239.1	-232.0	-2.0	-66.9	10.1	1.2	-58.2	27.4	-15.3	-5.5	-45.5
Cc1cc(-c2nsc(=O)o2)c(S(C)(=O)=O)s1	-1.9	8.7	-0.5	-13.3	11.7	-2.8	1.3	-4.1	-16.0	5.5	-19.8
CC(=O)Nc1ccc(-c2ccnc3c2CC(C(=O)NCc2ccccc2)O3)cc1 (configuration not stated)	-19.8	16.6	·	1.9	-24.0	-20.3	·	9.8	55.7*	47.8	7.0
O=S1(=O)CCN(Cc2ccccc2Cl)CC1	10.5	18.2	-2.6	-0.2	6.0	2.3	-5.8	-19.5	7.9	-1.9	-3.7
Cc1ccc(C)c(OCc2nnc(NC(=O)c3ccc4c(c3)OCO4)s2)c1	20.6	3.7	-2.6	7.1	-4.3	21.3	2.1	-21.0	12.0	-14.3	2.8
CCOC(=O)N1CCN(C(=O)CNS(=O)(=O)c2cccs2)CC1	7.9	-0.8	-1.7	-53.6	-13.6	14.4	-3.6	-20.4	9.0	2.8	3.7
CCOc1ccccc1CN1CCNC(=O)C1CC(=O)NCc1nccn1CC (configuration not stated)	8.3	5.7	2.5	9.8	1.3	-6.0	-8.8	-0.8	4.9	3.3	-11.7
O=C(CCN1CCN(c2ccccc2)CC1)Nc1ccc2c(c1)OCO2	-12.7	-3.9	1.4	13.5	-11.4	-10.5	10.5	-5.8	4.4	-2.9	18.1
CCCn1c(NCc2cccs2)nc2ccccc21	-7.9	-13.1	-1.6	-21.2	-0.6	-16.3	-27.0	-5.7	7.0	3.2	-5.6
COc1ccc2ccccc2c1CN1CCN(C(=O)c2ccco2)CC1	29.3	18.9	1.2	6.8	-1.2	-7.8	-5.9	2.0	6.2	0.6	13.0
COc1cc(C(=O)NC2CCN(C)CC2)ccc1Nc1ncc2c(n1)N(C1CCCC1)CCC(=O)N2C(C)C	69.4*	-11.5	·	6.0	-15.1	17.0	74.3*	20.8	-102.1	-54.0	-38.9
COc1cccc(CNC(=O)Cn2cc3c(n2)CCCC3)c1	17.6	5.7	-0.5	17.5	-1.0	-16.5	-1.9	7.3	-37.0	9.2	2.5
CC(=O)c1ccccc1OCCOCCOCCOc1ccccc1C(C)=O	10.7	7.0	-1.1	5.5	1.3	-7.8	18.9	-31.4	4.6	31.8	-11.4
CC(C)(C)NC(=S)NNC(=O)c1ccc2ncccc2c1	-188.0	-233.4	2.0	-20.8	0.5	-103.1	-72.5	4.4	13.1	-2.9	-18.6
CC(=O)NC(CC(=O)N(Cc1ccccc1)c1cccc(C)c1)c1ccccc1 (configuration not stated)	4.2	3.7	0.0	-15.3	-15.2	-13.0	-3.3	-7.4	13.1	5.2	-30.2
CC(Sc1nc(-c2ccccc2)cc(C(F)(F)F)n1)C(=O)O (configuration not stated)	7.9	12.2	1.7	1.3	-2.5	-26.7	9.0	23.4	8.5	-32.1	-20.7
C/C(=N\NC(=O)CN1CCN(S(=O)(=O)c2ccc(C)cc2)CC1)c1ccc(O)cc1	4.8	2.9	0.0	-13.0	-0.6	26.0	2.0	-0.3	-3.3	-4.5	-24.3
CC1=Nc2ccccc2N=C(NC(=O)c2ccccc2)C1c1ccccc1 (configuration not stated)	-5.5	-8.2	-1.2	-30.3	-9.0	-29.0	-6.3	-2.4	-2.7	-54.2	-29.2
Nc1c(-c2ccccc2)cnc2cc(-c3ccccc3)nn12	-289.0	-305.4	·	-95.5	-34.5	-114.3	-54.6	64.6*	-21.0	20.1	-41.8
CC1(C)Cc2c(ccc3ccccc23)C(=O)N1	-73.7	-58.8	-1.0	-24.9	-6.3	-10.3	-4.9	-16.0	68.7*	23.6	2.5
CCOC(=O)C1CCCN(S(=O)(=O)c2c(C(=O)N3CCCCC3)c(C)n(C)c2C)C1 (configuration not stated)	1.4	5.8	0.3	3.1	-13.6	-37.0	9.0	-18.8	27.9	17.8	5.0
C=CCn1cccc(C(=O)Nc2cc(OC)cc(OC)c2)c1=O	-17.1	-71.1	2.3	-31.0	-13.6	-13.3	-10.4	0.5	-9.9	3.5	5.2
COC(=O)[C@]1(C)N[C@H](CN(C)S(=O)(=O)c2ccc(C)cc2)[C@@H]2C(=O)N(C)C(=O)[C@@H]21	1.3	10.2	·	-12.9	20.0	·	-1.1	-15.4	-19.5	-6.3	2.6
The listing continues:
SMILES	Peg3 promoter	HIF-2a inh	NR2E3 ag-1	Shn3 inh set2	KKLEB tox	NR2E3 ag-2	MITF TRPM1 inh	TRAIL sens C8	CF NFkB block	TWEAK Fn14 block	TROY signal inh
CC(=O)Nc1ccc2nc3c(=O)n(C)c(=O)n(C)c3nc2c1	-12.1	9.0	12.1	-8.6	3.1	-27.8	-2.3	16.7	-19.3	5.0	-9.2
O=C(Nc1ccc(-c2nnc(-c3ccccc3)o2)cc1)c1ccc(Br)o1	-8.7	-16.2	0.3	-4.1	-3.2	-1.8	-4.6	8.4	-2.0	-4.8	-27.4
CC(=O)c1sc(NC(=O)C2CCN(C(=O)c3ccc(F)cc3)CC2)nc1-c1ccccc1	40.2	21.8	11.5	7.5	-3.4	1.3	6.9	1.1	-29.6	34.4	28.2
Cc1ccccc1CC1(CO)CCCN(C(=O)CCC(F)(F)F)C1 (configuration not stated)	2.6	-13.0	2.5	1.0	-6.5	-27.1	1.7	-9.6	-1.4	-10.9	3.8
COc1cccc(/C=N/NC(=S)NC2CC3CCC2C3)c1OC (configuration not stated)	5.9	-21.1	2.6	14.9	-0.3	-18.7	6.4	-0.5	-6.6	-7.5	12.6
COc1ccc(N(CC(=O)NC(C)(C)C)S(=O)(=O)c2ccccc2)cc1OC	20.7	12.5	0.8	-5.7	4.2	-5.9	-2.2	-3.7	3.8	4.6	-2.6
CCc1nnc(NC(=O)c2ccc(COc3ccccc3)o2)s1	-9.4	-23.8	-0.6	-15.8	3.4	1.8	-4.6	20.0	3.0	9.9	-24.8
COc1ccc(-c2cc(=O)c3c(OC)c(OC)c(OC)c(OC)c3o2)cc1	-3.5	-62.1	·	5.0	-13.9	-10.6	-12.5	-3.5	15.0	-1.8	1.8
Cc1ccc(C(=O)CN(C(=O)c2ccc(Cl)c(Cl)c2)N2C(=O)C3CCCCC3C2=O)cc1 (configuration not stated)	5.2	18.0	1.9	-11.8	8.2	-4.3	1.8	-13.0	-6.4	11.6	-3.6
Nc1nonc1-n1nnc(C(=O)N/N=C/c2ccc(OCc3ccccc3)cc2)c1COc1ccc(F)cc1	-25.4	-6.2	-0.3	0.5	-20.4	-19.8	-49.2	16.1	-16.1	-57.7	-34.8
COc1cc(-n2c(-c3ccccc3)n[nH]c2=S)c(OC)cc1Cl	-8.8	5.8	4.3	-31.0	1.7	15.0	11.9	-1.0	-3.9	2.8	-9.2
O=C(CSCc1ccccc1)Nc1ccc(F)cc1F	-64.8	-102.3	0.8	36.6	10.0	-29.5	-6.0	-12.7	-16.1	-19.5	-15.9
COC(=O)c1sccc1NC(=O)c1csc2c1CCCC2	-37.4	-155.2	0.7	-21.9	-6.1	-54.7	-8.6	-8.6	-3.1	-14.5	-40.3
Cc1ccc(-n2ccnc2SCC(=O)c2c(N)n(C3CC3)c(=O)[nH]c2=O)cc1C	-2.4	10.7	-0.4	-7.7	3.3	-24.7	-2.6	4.4	-1.1	-8.5	-2.1
O=[N+]([O-])c1cccc(-c2noc(-c3ccco3)n2)c1	-258.4	-282.2	0.6	-142.3	-4.6	-140.3	-53.0	-7.3	-7.6	-26.6	-31.6
CCCc1cc(=O)oc2cc(C)cc(OCC(=O)NCc3cccnc3)c12	16.7	5.0	1.9	0.7	1.5	-24.9	8.5	16.0	-1.4	-13.0	-0.2
N#CC1(NC(=O)COC(=O)c2ccc(Cl)nc2)CCCCC1	-3.0	-1.2	2.4	-1.9	10.9	-11.7	2.4	-14.9	-16.7	1.6	-16.5
COc1ccc(CNCC(O)COCc2cccs2)cc1 (configuration not stated)	6.2	11.3	0.3	-5.4	-6.5	-9.9	-3.3	-3.9	17.0	1.6	13.2
COc1ccccc1C(=O)CN1C(=O)NC2(CCCCCC2)C1=O	-20.8	-1.4	·	-4.0	-6.3	-11.7	20.7	11.9	4.3	-2.0	-11.2
Cc1cc(C(=O)COC(=O)Cc2n[nH]c(=O)c3ccccc23)c(C)n1-c1cccc(C(F)(F)F)c1	12.8	22.5	-0.6	40.4	-8.5	7.2	-4.2	8.9	21.4	32.8	18.9
Cc1nn(Cc2c(Cl)cccc2Cl)c(C)c1NC(=O)Cn1nc([N+](=O)[O-])c(Cl)c1C	5.9	25.6	-1.3	5.8	-9.2	-2.3	8.3	2.4	-1.5	-18.3	-12.3
CCOC(=O)c1c(NC(=O)c2cc3n(n2)C(C(F)(F)F)CC(c2ccccc2)N3)sc(C)c1C (configuration not stated)	-0.3	27.0	1.8	23.0	-4.8	-5.3	-11.4	2.3	3.5	-27.2	14.0
Cc1ccc2c(c1)C1(C(=O)N2C)N2CC3(C)CN1CC(C)(C2)C3=O (configuration not stated)	17.6	11.4	-3.0	2.5	-1.6	7.7	6.2	-10.5	3.6	8.0	-9.8
C=CCn1c(N)c(C(=O)NCc2ccco2)sc1=S	-3.1	-5.1	-0.1	12.0	-4.0	-9.7	4.0	6.1	-8.1	-6.3	0.1
COCCN1CCn2c(nc3cc(NC(=O)c4cccs4)ccc32)C1	-7.7	-2.2	-0.8	-31.6	5.1	1.2	-11.2	-14.7	-4.8	-23.4	-10.2
CCC(CC)C(=O)Nc1cccc(/C(C)=N\NC(=O)c2ccc(C)s2)c1	-28.7	-53.0	0.1	-5.5	4.9	-33.4	-1.4	-18.4	-10.6	-43.0	-40.4

Ordered by the number under TWEAK Fn14 block (ascending): 4 from the list above.
canonical_smiles | TWEAK Fn14 block
Cc1ccccc1CC1(CO)CCCN(C(=O)CCC(F)(F)F)C1 (configuration not stated) | -10.9
Cc1ccc(-n2ccnc2SCC(=O)c2c(N)n(C3CC3)c(=O)[nH]c2=O)cc1C | -8.5
C=CCn1c(N)c(C(=O)NCc2ccco2)sc1=S | -6.3
Cc1ccc2c(c1)C1(C(=O)N2C)N2CC3(C)CN1CC(C)(C2)C3=O (configuration not stated) | 8.0

Compound activity (PubChem)
